Screening data as filed in PubChem.
Salmonella PhoP GFP: PhoP-dependent GFP reporter repression – Salmonella Typhimurium, primary screen (AID 1863). S. Typhimurium PhoP-regulated promoter GFP reporter, 4 h; higher % means a stronger effect. inhibition, % at 50 µM, or IC50 in µM where a hit was titrated. 0.16% of 300,000 active;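 active = inhibition over 29.93%, a cutoff 3 SD above the screen mean, later confirmed by dose response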;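 also: 0% = low Mg2+ inducing control and 100% = high Mg2+ repressing control; strong numbers were not always called active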
KOR beta-arrestin-1: kappa opioid receptor blockers – cell-based, luminescence, uHTS (AID 1778); KOR beta-arrestin recruitment, luminescence, antagonist mode; higher % means a stronger effect; 0.091% of 290,000 active; one-dose inhibition, % at 10 µM; IC50 in µM for titrated hits; also: strong numbers were not always called active
SIAH1 antagonists: blockers of Siah-1 interaction with plectin peptide – biochemical, fluorescence polarization, rhodamine-plectin, uHTS, primary screen (AID 1817). 0.02% of 290,000 active. displacement, % at 20 µM; hits with a dose series show IC50 in µM. Siah-1 / rhodamine-plectin peptide fluorescence polarization; higher % means a stronger effect;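 active = displacement of at least 50% at 20 µM, with a fluorescence ratio check between 0.3 and a set limit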;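 also: plate controls were Siah plus tracer with DMSO for no effect and tracer alone without Siah for full effect; strong numbers were not always called active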
NOD1 inhibition: NOD1 signaling inhibitors, primary screen, cell-based, luminescence, uHTS (AID 1578). NOD1-driven NF-kB luciferase reporter cells, luminescence; higher % means a stronger effect. one-dose inhibition, % at 4 µM; EC50 in µM for titrated hits. 1% of 290,000 active; in the data active = inhibition mostly above about 36%, no sharp cut-off; inactive = mostly below about 34%;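 also: HEK-293T reporter cells stimulated with the NOD1 agonist gamma-tri-DAP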
KOR beta-arrestin-2: kappa opioid receptor activators – cell-based, luminescence, uHTS, primary screen (AID 1777); 0.02% of 280,000 active; KOR beta-arrestin recruitment, luminescence; higher % means a stronger effect; activation, % at 10 µM, or EC50 in µM where a hit was titrated; in the data active = activation above about 50%, passing the limit was not always enough; also: a part of the inactive calls stands beside numbers as strong as those of hits
HIV peptide binding: cell-free HIV fusion peptide-binding blockers – biochemical, uHTS, fluorescence dequenching, primary screen (AID 1986); cell-free peptide binding, fluorescence dequenching, 30 min; higher % means a stronger effect; inhibition, % at 20 µM; hits with a dose series show IC50 in µM; 0.3% of 290,000 active; in the data active = inhibition mostly above about 52%, no sharp cut-off; inactive = mostly below about 76%; also: some results filed as inactive read as strong as hits
LYP inhibition: PTPN22 lymphoid phosphatase activity blockers – biochemical, fluorescence intensity, uHTS (AID 1779); inhibition, % at 11.5 µM; hits with a dose series show IC50 in µM; recombinant LYP phosphatase, fluorescence intensity; higher % means a stronger effect; 0.054% of 290,000 active;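 also: plate controls were vehicle with enzyme for no effect and no enzyme for full effect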
Myeloid diff MLP: myeloid differentiation induction; 1% of 360,000 active; calls only at 10 µM; ER-HoxA9 myeloid progenitors, lysozyme-GFP differentiation, flow cytometry;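 active = normalized GFP-positive differentiation at or above the plate's own cutoff, the solvent-only control mean plus 3 SD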;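 also: cells exposed to compound for four days before flow analysis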
HEK293 NOD2/NF-kB: NOD2 signaling inhibitors, cell-based, luminescence, uHTS, HEK293 (AID 1566); HEK293 NOD2/NF-kB luciferase reporter, luminescence; higher % means a stronger effect; one-dose inhibition, % at 4 µM; EC50 in µM for titrated hits; 0.63% of 290,000 active; also: many of its hits are not listed in these tables
Myeloid diff MLP GFP+ MAC1+ %: second read-out of Myeloid diff MLP, no call of its own (marks repeat the call); GFP+ MAC1+ double positive, %; measured here: differentiation confirmed by MAC1 staining
* hit, by the source's call; i = inactive; nt = not tested or not shown; [ ] = another dose, or the depositor's remark. Rule as the data show it, unless noted: active = inhibition above about 50%; inactive = the rest.

The first 2 entries, ahead of the listing:
mol	Salmonella PhoP GFP	KOR beta-arrestin-1	SIAH1 antagonists	NOD1 inhibition	KOR beta-arrestin-2	HIV peptide binding	LYP inhibition	Myeloid diff MLP	Myeloid diff MLP GFP+ MAC1+ %	HEK293 NOD2/NF-kB
CCOC(=O)COn1c2c(c3c4no[n+]([O-])c4ccc31)CCCC2	1%	-26%	1%	-23%	-4.0%	-1.0%	-7%	i	0.2	9%
CC1(C)CC(CC(=O)Nc2ccccc2[N+](=O)[O-])C(=O)O1 (stereo not given)	3%	2%	-1%	-4%	-4.0%	-2.5%	-3%	i	0.6	18%

All compounds of this part (from the top)
mol	Salmonella PhoP GFP	KOR beta-arrestin-1	SIAH1 antagonists	NOD1 inhibition	KOR beta-arrestin-2	HIV peptide binding	LYP inhibition	Myeloid diff MLP	Myeloid diff MLP GFP+ MAC1+ %	HEK293 NOD2/NF-kB
CCOC(=O)COn1c2c(c3c4no[n+]([O-])c4ccc31)CCCC2	1%	-26%	1%	-23%	-4.0%	-1.0%	-7%	i	0.2	9%
CC1(C)CC(CC(=O)Nc2ccccc2[N+](=O)[O-])C(=O)O1 (stereo not given)	3%	2%	-1%	-4%	-4.0%	-2.5%	-3%	i	0.6	18%
CCCCN(C)Cc1c(C)[nH]c2c(ccc3ccccc32)c1=O	-1%	8%	-4%	12%	0.3%	-1.9%	-8%	i	0.3	-22%
O=C(C(Cc1ccccc1)N1C(=O)c2ccccc2C1=O)N1c2ccccc2CCc2ccccc21 (stereo not given)	-2%	-37%	-2%	2%	1.2%	-1.1%	2%	i	0.3	12%
C[C@H](NC(=O)OC(C)(C)C)c1nnc(SCC(=O)Nc2ccc(Br)cc2)o1	-3%	-2%	4%	-9%	0.7%	7.7%	-10%	i	1.2	7%
CCOc1cc(/C=C2\NC(=S)N(c3c(C)n(C)n(-c4ccccc4)c3=O)C2=O)ccc1O	5%	-7%	-9%	-20%	-0.5%	6.4%	-1%	i	0.6	-6%
CC(C)(C)NC(=O)C(c1ccncc1)N(C(=O)Cn1nnc(-c2cccs2)n1)C1CCCCC1 (stereo not given)	-5%	-5%	1%	-12%	-2.8%	0.8%	-6%	i	0.4	29%
O=C(Nc1ccon1)c1ccc(Cl)c(S(=O)(=O)N2CCCCC2)c1	7%	20%	-4%	-5%	-0.5%	-0.3%	-9%	i	0.9	32%
CCN(CC)S(=O)(=O)c1ccc(N2CCOCC2)c(NC(=O)COc2ccccc2)c1	3%	10%	-9%	-10%	-7.6%	-0.5%	2%	i	0.2	0%
CC(C)(C)NC(=O)CSc1nnc(-c2ccco2)n1Cc1ccco1	-4%	18%	3%	-8%	-5.3%	1.5%	-7%	i	0.8	7%
Cc1ccc(-c2cc(-c3n[nH]c(=S)n3C)c3ccccc3n2)cc1	-11%	-17%	-1%	-10%	-0.7%	0.6%	5%	i	0.5	-6%
Cc1cc(CNC(=O)c2cc(COc3ccc(F)c(F)c3)on2)nn1C	2%	-14%	2%	-70%	4.8%	0.5%	-3%	i	0.4	-48%
CCCOc1ccccc1N/C(N)=N/c1nc(C)cc(C)n1	2%	-15%[20 µM]	-5%	-10%	nt	0.3%	-12%	i	0.4	-247%
COC(=O)Cc1c(C)nc2nc(Cc3ccccc3)[nH]n2c1=O	16%	15%	6%	-13%	1.4%	-2.0%	-6%	i	0.7	-7%
COc1ccc(OC)c(NC(=O)CSc2nnc(-c3ccncc3)s2)c1	-4%	7%	4%	-5%	-1.3%	-1.0%	1%	i	1.1	38%
COCCN1C(=O)C(=O)/C(=C(/O)c2cccc(OC)c2)C1c1ccncc1 (stereo not given)	-12%	-26%	-3%	-12%	-2.5%	3.4%	-2%	i	1.4	-3%
c1ccc(CCn2nnnc2C(c2cccnc2)N2CCN(c3nc4ccccc4s3)CC2)cc1 (stereo not given)	4%	-16%	0%	-25%	3.3%	-1.9%	9%	i	1.9	5%
CC(C(=O)O)N1C(=O)c2ccccc2C1=O (stereo not given)	-6%	0%	3%	10%	-2.5%	1.6%	-9%	i	0.9	12%
Cn1c(SCC(=O)N/N=C/c2cccnc2)nnc1-c1ccccc1	-6%	-17%	1%	9%	0.7%	2.1%	-9%	i	1.5	6%
O=C(C1CCN(S(=O)(=O)c2ccc(Br)s2)CC1)N1CCc2ccccc21	8%	38%	2%	-17%	-1.3%	1.3%	0%	i	0.6	7%
O=C(NC1CCc2ccccc21)C1CCN(S(=O)(=O)c2ccc(Cl)cc2)CC1 (stereo not given)	-3%	-1%	-4%	-11%	-6.1%	-4.6%	0%	i	0.4	19%
O=S(=O)(NCc1ccc(F)cc1)c1cccc(S(=O)(=O)N2CCOCC2)c1	6%	-1%	-1%	-1%	-1.0%	1.4%	-9%	i	2.9	12%
C=CCSc1nc2sc(C)c(C)c2c(=O)n1N	5%	-20%	6%	-2%	2.5%	-0.1%	-11%	i	0.3	3%
Cc1ccccc1C(=O)/C=C1\NC(=O)CS1	-14%	nt	-2%	1%	-0.2%	12%	-3%	i	0.1	-18%
CN(c1ccccc1)S(=O)(=O)c1cccc(C(=O)OCC(=O)NCc2ccc3c(c2)OCO3)c1	-2%	31%	8%	-25%	-2.1%	-1.0%	2%	i	0.9	1%
CCOc1ccccc1Nc1nnc(Cc2ccccc2Cl)c(=O)[nH]1	18%	-33%	-1%	33%	3.2%	-3.5%	-2%	i	0.2	2%
CCC(Sc1ccc2nnc(-c3cccnc3)n2n1)C(=O)OC (stereo not given)	4%	-7%	-2%	-34%	1.7%	1.3%	3%	i	0.3	-16%
O=C(c1ccncc1)N1CCN(c2ccc3ccccc3n2)CC1	7%	-46%[20 µM]	4%	-23%	-4.4%	2.2%	-6%	i	0.4	5%
COc1ccc(S(=O)(=O)Cc2ccc(C(=O)N3CCC(C(N)=O)CC3)o2)cc1	-7%	-2%	3%	-3%	-4.0%	3.1%	1%	i	2.6	3%
CC(=O)NC(CC(C)C)C(=O)NC(=O)NCc1ccccc1 (stereo not given)	0%	-14%	-6%	-8%	0.5%	-0.1%	-4%	i	8.9	5%
O=C(COc1ccc(Cl)cc1)N1CCN(c2ccc([N+](=O)[O-])c(N3CCOCC3)c2)CC1	12%	0%	-4%	-13%	0.0%	-4.4%	-2%	i	0.7	6%
CCOC(=O)N=S(N)(=O)c1ccccc1 (stereo not given)	-6%	25%	14%	-12%	-3.5%	2.7%	-7%	i	0.4	-3%
CNCc1c(OCc2ccccc2F)ccc2ccccc12	14%	2%	-6%	-39%	1.1%	0.0%	-2%	i	1.0	-14%
COc1ccc(-n2ncc3c2CC(C)(C)CC3NC(=O)CCc2c(C)noc2C)cc1 (stereo not given)	-6%	10%	6%	-31%	-5.6%	-1.2%	-8%	i	0.4	1%
CCN(CC)S(=O)(=O)c1ccc2c(c1)N(CC(=O)NCCN1CCOCC1)C(=O)CO2	-9%	-33%	6%	-14%	1.7%	-0.2%	-18%	i	6.3	19%
COC(=O)Nc1ccc(C)c2nsnc12	-9%	11%	1%	-35%	0.9%	1.6%	-2%	i	1.1	-7%
CCC1CCCCN1C(=O)CCS(=O)(=O)c1ccc2c(c1)CCN2C(C)=O (stereo not given)	-1%	-22%	2%	4%	15%	0.4%	-6%	i	0.9	21%
COC(=O)c1c(NC(=O)C(=O)NCCCN2CCOCC2)sc2c1CCC2	-6%	-4%	1%	-28%	-5.7%	1.0%	-14%	i	0.0	28%
N#CC1=C(SCC(=O)Nc2cccc3cccnc23)NC(=O)C(C#N)C12CCCCC2 (stereo not given)	-9%	1%	-6%	2%	-2.7%	22%	2%	i	6.1	9%
CCOC(=O)C1CCCCN1C(=O)c1oc2c(Cl)cc(C)cc2c1C (stereo not given)	9%	3%	1%	-6%	3.5%	-0.3%	-4%	i	1.6	9%
O=C(Cc1cccc2ccccc12)Nc1ccc(N2CCOCC2)cc1	10%	-31%[20 µM]	-4%	-11%	-0.3%	-1.3%	-5%	i	0.2	2%
COc1ccccc1-c1coc2c(CN3CCCCC3C)c(O)ccc2c1=O (stereo not given)	5%	-2%[20 µM]	-5%	9%	-2.4%	-2.4%	-10%	i	0.1	10%
Cc1cc(OCC(=O)N2CCN(c3cccc(Cl)c3)CC2)c2c(C)c(C)c(=O)oc2c1	-4%	-43%	7%	-1%	4.0%	1.1%	-4%	i	1.1	19%
CCOc1ccccc1NC(=O)NNC(=O)COc1cccc(C)c1C	-5%	-29%	0%	-30%	1.9%	-0.6%	-7%	i	0.7	9%
Cc1ccccc1CNC(=O)C(=O)Nc1nccs1	-4%	21%	0%	-10%	-2.2%	0.3%	-5%	i	0.3	10%
CC(C)N1CCN(Cc2cccc(-c3ccco3)c2)CC1CCO (stereo not given)	-1%	-1%[20 µM]	5%	-28%	nt	1.4%	-9%	i	0.1	29%
Cc1c(NC2=CC(=O)CC(C)(C)C2)ccc([N+](=O)[O-])c1C	-2%	-30%	5%	-30%	0.0%	-0.5%	-1%	i	0.4	11%
Fc1ccc(Oc2nc(-c3ccccc3)nnc2C(F)(F)F)cc1	-16%	-16%	2%	nt	1.8%	-5.4%	1%	i	0.9	-5%
CN(C)/C=C/C=C1C(=O)CCCC1=O	14%	-7%	11%	-12%	0.3%	14%	-2%	i	0.6	15%
O=C(c1cc(COc2ccc(F)cc2Cl)on1)N(CCO)Cc1cccs1	6%	21%	-6%	1%	-4.1%	-0.1%	-3%	i	0.9	1%
COc1ccc(NC(=O)c2ccc(F)cc2)cc1S(=O)(=O)Nc1cc(C)ccc1Br	6%	-15%	-2%	-10%	2.9%	0.9%	-2%	i	0.3	7%
Cc1ccc(Cl)c(OCC(=O)Nc2cccnc2)c1	6%	0%	-2%	-38%	0.9%	-0.2%	-3%	i	2.2	-34%
COc1ccccc1C(=O)NC1CCN(C(=O)Nc2ccc(C)cc2)CC1	-3%	-46%	3%	-11%	-0.8%	-0.1%	-8%	nt	nt	5%
CCOc1ccc(CCNC(=O)CCOc2cc(C)ccc2C)cc1OCC	8%	-20%	1%	-41%	-1.5%	-1.5%	-5%	i	0.9	-7%
CCOC(=O)C1C(=O)C=C(Nc2ccccc2F)CC1c1ccccc1 (stereo not given)	2%	7%	5%	-34%	-5.1%	2.8%	-5%	i	0.0	9%
CCOC(=O)C1CCCN(c2nc3ccccc3nc2C(C#N)C(=O)OC(C)COC)C1 (stereo not given)	2%	32%	-8%	-29%	-2.1%	-0.2%	-1%	i	0.2	-8%
CCOC(=O)CSc1ccc2nnc(-c3cccs3)n2n1	-5%	-12%	-3%	-10%	6.5%	1.7%	-5%	i	1.9	-4%
COc1ccc(C)cc1Nc1n[n+](C)c(-c2ccc(O)cc2O)s1	nt	-13%[20 µM]	3%	20%	3.1%	-0.2%	-1%	i	2.3	12%
COc1ccc(Cn2c(O)c(C=Nc3ccc(O)cc3)c3ccccc3c2=O)cc1	-32%	14%	-10%	11%	-0.4%	32%	6%	i	0.3	6%

These rows are one share of the data; count on the stated rates, not on these rows.
